Screening data from PubChem.
Giardia killer: kills Giardia lamblia | Giardia lamblia trophozoite viability | activity change, % at 7.66 µM, hits read low | 340,000 tested, 0.15% active | AID 540267; in the data active means activity change below about -80%; inconclusive means between about -30% and that limit;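 further: parasites exposed to compound for two days anaerobically before the ATP read; on the % scale 0 is the no-effect control and ±100 the full control effect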
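Anaerobic 48 hrs incubation at 37 deg C of 100 trophozoites/well with test compounds; ATPLite 1-Step luminescence, 15-30 min RT, reports cellular ATP as viability.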
PKM2 activator: increases activity of human pyruvate kinase M2. P14618. purified PKM2, Kinase-Glo ATP luminescence, activation; response scale: 0% is enzyme alone, no compound. Potency, µM (series often up to 57.5 µM), for inactives: at the highest dose activation, usual class: activators. 260,000 tested, 0.34% active; further: potency means the concentration at half of the fitted maximal effect; on the % scale 0 is the no-effect control and ±100 the full control effect; nearly all actives have a fitted effect of over 55% in size
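ATP formation by purified human PK-M2, quantified via coupled luciferase luminescence after 1 h at room temperature with 0.1 mM ADP and 0.5 mM PEP final.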
ELG1 genotoxic: inducers of genotoxicity in HEK293T ELG1-luciferase cells; HEK293T ELG1-luciferase reporter, luminescence, 16 h; Potency, µM (highest dose often 46 µM), for inactives: at the top dose activity change, positive = activation, most hits filed as activators; 330,000 tested, 1.3% active; further: potency means the concentration at half of the fitted maximal effect; % of control where 0% means no effect; nearly all actives have a fitted effect of over 60% in size
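DMSO vehicle served as control against compound-treated ELG1-luciferase HEK293T cells; exposure lasted 16 hr at 37 °C and 5% CO2, followed by ONE-Glo luminescence detection after 30 min.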
BRCA1 expr up: activators of BRCA1 expression | MCF7-BRCA1-FFLuc reporter, luminescence, 48 h; response scale: scaled: vehicle 0%, 10 µM genistein 100% | Potency, µM (highest dose often 46.1 µM), for inactives: at the highest dose activation, actives largely listed as activators | 380,000 tested, 1.1% active; further: potency means the concentration at half of the fitted maximal effect; nearly all actives have a fitted effect of over 80% in size; some results filed as inactive show a strong effect at the top dose
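Quantitative HTS in MCF7 cells stably reporting BRCA1 expression via firefly luciferase. Compound treatment lasts 48 h at 37 °C in phenol-red free MEM. Activation is expressed relative to genistein at 10 microM and DMSO.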
RORgamma inh: inhibitors of mouse ROR gamma transcriptional activity. Potency, µM (titrated, usually from 53.6 µM), for inactives: at the highest dose activity change, negative = inhibition, usual class: inhibitors. Drosophila S2 Gal4-RORgamma UAS-luciferase reporter, 20 h. 310,000 tested, 5.4% active. P51450; further: potency means the concentration at half of the fitted maximal effect; on the % scale 0 is the no-effect control and ±100 the full control effect; nearly all actives have a fitted effect of over 60% in size
Target sequence (P51450 whole entry, looked up, the tested form may be a part): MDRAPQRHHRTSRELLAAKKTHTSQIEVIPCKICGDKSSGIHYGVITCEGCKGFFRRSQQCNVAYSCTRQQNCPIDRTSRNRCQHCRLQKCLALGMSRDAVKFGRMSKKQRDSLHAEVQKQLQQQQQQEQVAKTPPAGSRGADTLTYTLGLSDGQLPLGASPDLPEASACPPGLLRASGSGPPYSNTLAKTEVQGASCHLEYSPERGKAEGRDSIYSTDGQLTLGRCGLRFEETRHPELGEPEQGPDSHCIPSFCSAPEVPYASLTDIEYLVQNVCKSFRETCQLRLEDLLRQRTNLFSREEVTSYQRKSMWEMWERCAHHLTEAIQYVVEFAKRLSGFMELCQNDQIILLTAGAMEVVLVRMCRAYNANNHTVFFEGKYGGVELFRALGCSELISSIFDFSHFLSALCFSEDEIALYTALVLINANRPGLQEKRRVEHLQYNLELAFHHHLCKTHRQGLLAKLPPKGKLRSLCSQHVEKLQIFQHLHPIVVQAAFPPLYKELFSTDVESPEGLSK
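Drosophila Schneider cells stably carrying a metallothionein-driven Gal4 DBD–ROR gamma fusion and a UAS-Photinus luciferase reporter were exposed to compound for 1 hr, then induced with copper sulfate (700 uM final) for 20 hr at ambient temperature before luminescence reading.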
p53 reactivation: mutant p53 re-activation in reporter cells; Potency, µM (series often up to 92.2 µM), without a hit: at the highest dose activity change, positive = activation, actives largely listed as activators; H1299 p53-A138V BP100-luciferase reporter, luminescence, 24 h; 320,000 tested, 0.063% active; AID 504706; further: potency means the concentration at half of the fitted maximal effect; % of control where 0% means no effect; nearly all actives have a fitted effect of over 45% in size
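H1299 (p53-null), stable ts p53-A138V + BP100-Luc; 1000 cells/well, Opti-MEM/10% FBS; cpd 4 pt, 1:5; 24 h, 37 deg C, 5% CO2; detection reagent 10 min RT; luminescence.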
Menin MLL FP TR: inhibitors of human menin-MLL interaction, mutant MLL peptide | Menin + Texas Red MLL mutant peptide, fluorescence polarization | O00255 | AID 1768 | 270,000 tested, 0.23% active | Potency, µM (doses to about 61.6 µM), inactives show at the top dose FP activity change, negative = inhibition, usual class: inhibitors; active means well fitted inhibition curve with a large enough effect in the polarisation, with a control signal flat, not every such curve was filed as active; inconclusive means small, poorly fitted or top-dose-only effect, or effect the other way, or a change in a side signal; inactive means no such curve, though single readings can be large or run the other way; the % refers to the polarisation; further: potency means the concentration at half of the fitted maximal effect; % of control where 0% means no effect; many of its hits are not listed in these tables
Target sequence (O00255 whole entry, looked up): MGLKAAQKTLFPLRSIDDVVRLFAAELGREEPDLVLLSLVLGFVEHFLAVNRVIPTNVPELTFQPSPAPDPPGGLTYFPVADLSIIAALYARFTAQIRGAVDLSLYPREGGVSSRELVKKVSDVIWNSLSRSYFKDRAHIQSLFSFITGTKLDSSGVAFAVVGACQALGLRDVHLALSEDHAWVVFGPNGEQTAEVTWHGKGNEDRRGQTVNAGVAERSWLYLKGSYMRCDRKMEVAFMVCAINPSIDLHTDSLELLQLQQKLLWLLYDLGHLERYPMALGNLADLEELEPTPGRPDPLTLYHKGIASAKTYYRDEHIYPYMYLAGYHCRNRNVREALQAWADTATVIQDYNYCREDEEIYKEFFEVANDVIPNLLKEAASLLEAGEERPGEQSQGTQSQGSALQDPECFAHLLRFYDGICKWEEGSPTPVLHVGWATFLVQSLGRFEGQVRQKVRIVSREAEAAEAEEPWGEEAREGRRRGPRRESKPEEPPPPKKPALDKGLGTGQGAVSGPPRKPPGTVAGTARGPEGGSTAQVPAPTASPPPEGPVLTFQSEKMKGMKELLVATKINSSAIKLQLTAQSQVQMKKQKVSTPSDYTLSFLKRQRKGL
NPC1 promoter act: activates the NPC1 promoter. Huh7 NPC1 promoter luciferase reporter, 24 h. Potency, µM (titrated, usually from 9.22 µM), without a hit: at the top dose activation, usual class: activators. 320,000 tested, 2.4% active;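 further: potency means the concentration at half of the fitted maximal effect; % of control where 0% means no effect; nearly all actives have a fitted effect of over 60% in size; reporter is driven by a mutant NPC1 promoter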
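Luminescence read-out of NPC1 promoter-driven luciferase in stably transfected Huh7 cells; compounds delivered in DMSO and left 24 h at 37C, 5% CO2, qHTS titration format.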
VP16 counter: Gal4-VP16 reporter inhibition counter-screen; Potency, µM (series often up to 53.6 µM), for inactives: at the highest dose activity, negative = inhibition, hits mostly inhibitors; Drosophila S2 Gal4-VP16 UAS-luciferase, luminescence, 20 h; 310,000 tested, 3.5% active;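 further: Gal4-VP16 expression switched on by copper sulfate through the metallothionein promoter; potency means the concentration at half of the fitted maximal effect; on the % scale 0 is the no-effect control and ±100 the full control effect; nearly all actives have a fitted effect of over 50% in size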
Rab9 prom act: Rab9 promoter activation | Huh7 Rab9 promoter-luciferase reporter, luminescence, 24 h | Potency, µM (series often up to 9.22 µM), without a hit: at the highest dose activation, negative = inhibition, hits mostly activators | 320,000 tested, 2.8% active; further: potency means the concentration at half of the fitted maximal effect; % of control where 0% means no effect; nearly all actives have a fitted effect of over 60% in size
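Quantitative HTS format; Huh7 Rab9-luciferase reporter cells (1500/well) receive compound 2 h post-plating, incubate 24 h at 37 °C, then get luciferase reagent for 10 min before luminescence reading.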
FLuc modulator: firefly luciferase modulation, counter-screen for miR-21 project | P08659 | purified FLuc, Km substrates, luminescence inhibition | Potency, µM (highest dose often 57.5 µM), for inactives: top-dose activity change, negative = inhibition, most hits filed as inhibitors | 360,000 tested, 6.9% active;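 further: potency means the concentration at half of the fitted maximal effect; plate controls were vehicle for no effect and reference inhibitor for full effect; nearly all actives have a fitted effect of over 55% in size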
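Purified P. pyralis luciferase, 10 nM final, with Km-level 10 uM D-luciferin and 10 uM ATP in 50 mM Tris acetate pH 7.5, 10 mM Mg acetate, 0.01% Tween-20, 0.05% BSA; 6-point qHTS titration about 60 µM downward; luminescence read.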
Active calls of the source: *; ? = inconclusive; nt = no result given; [ ] = another dose, or the depositor's remark. Unless noted, the call rests on the fitted dose curve; in most records, active means well fitted curve in the direction sought with a large enough effect; inconclusive means small, poorly fitted or top-dose-only effect, or another doubt; inactive means no such curve, though single readings can be large; an effect the other way counts as inactive or inconclusive. Not all compounds are listed; count on the stated rates, not on these rows.

SMILES	Giardia killer	PKM2 activator	ELG1 genotoxic	BRCA1 expr up	RORgamma inh	p53 reactivation	Menin MLL FP TR	NPC1 promoter act	VP16 counter	Rab9 prom act	FLuc modulator
CCOc1ccccc1C1C(C(=O)Nc2ccccc2OC)=C(C)Nc2nnnn21 (configuration not stated)	-3	-10%	-1%	-1%	-11%	-1%	5%	-1%	2%	-4%	-1%
CC(=O)N1CCOc2ccc(S(=O)(=O)N3CCC(C(=O)NCc4ccc(F)cc4)CC3)cc21	1	nt	0%[9.26 µM]	1%	3%	-4%	-4%	-2%	-1%	3%	1%
NS(=O)(=O)c1cc(C(=O)OCC(=O)Nc2ccc3[nH]c(=O)[nH]c3c2)ccc1Cl	-27	nt	-1%	9%	nt	-4%	nt	-2%	nt	1%	1%
O=C(COc1ccc(S(=O)(=O)NC2CCCCC2)cc1)NCc1ccccn1	2	2%	1%	-2%	17%	-6%	3%	1%	-2%	2%	4%
CCCCC(=O)NC(c1ccc(N(C)C)cc1)c1ccc2cccnc2c1O (configuration not stated)	-12	-1%	?	-98%	5µM*	nt	-21%	-25%	3.2µM*	-50%[inhibitor]	2%
COc1ccc(-c2nnc(SCC(=O)N3CCc4ccccc4C3)o2)cc1	-5	4%	?	0%	51%	?	?	16%	0%	21%	?
Cc1ccc(-c2noc(CCC(=O)NC3CCCC3)n2)cc1	2	1%	-5%	5%	?	12%	?	3%	3%	1%	-9%
Nc1ncccc1OCc1ccc(Br)cc1	-16	-1%	14%	?	?	?	-1%	?	-4%	2.2µM*	17µM*

The results go on:
SMILES	Giardia killer	PKM2 activator	ELG1 genotoxic	BRCA1 expr up	RORgamma inh	p53 reactivation	Menin MLL FP TR	NPC1 promoter act	VP16 counter	Rab9 prom act	FLuc modulator
CN1C(=O)NC(c2ccccc2)C2=C1CN(c1ccc3ccccc3c1)C2=O (configuration not stated)	12	2%	19%	-30%	-32%	-19%	16%	2%	-6%	-1%	1%
CCn1cc(C2=NOC(C(=O)Nc3ccc4c(c3)OCO4)C2)c(C)n1 (configuration not stated)	11	-8%	-5%	-29%	?	0%	-6%	-2%	-5%	0%	-11%
CC(=O)Nc1ccc(NC(=O)CN(c2cccc(C)c2)S(C)(=O)=O)cc1	-7	10%	2%	4%	20%	-2%	12%	1%	-3%	0%	-2%
COc1cc(NC(=O)CCC(=O)c2cccs2)cc(OC)c1	20	-1%	-3%	-22%	-15%	11%	nt	3%	-4%	2%	-4%
O=C(c1ccccc1F)N(Cc1ccccc1)Cc1ccccc1	4	-1%	-5%	-4%	6%	nt	-8%	-6%	5%	3%	-1%
COc1ccc(NC(=O)c2ccccc2Cl)cc1NC(=O)CN1CCOCC1	2	-4%	-1%	3%	7%	4%	-29%	1%	-11%	2%	5%[2.3 µM]
COC(=O)CNC(=O)Cn1nc(C)c([N+](=O)[O-])c1C	-1	-5%	0%	-35%	-6%	0%	1%	-4%	-8%	-3%	-1%
CC(NC(=S)Nc1ccccc1Cl)C(c1cccs1)N1CCCC1 (configuration not stated)	-4	2%	-2%	8%	7.9µM*	-6%	7%	0%	?	-2%	-1%

The results go on.
SMILES	Giardia killer	PKM2 activator	ELG1 genotoxic	BRCA1 expr up	RORgamma inh	p53 reactivation	Menin MLL FP TR	NPC1 promoter act	VP16 counter	Rab9 prom act	FLuc modulator
Cc1nn(C)cc1S(=O)(=O)N1CCN(Cc2cccc(Cl)c2)CC1	-20	-4%	-2%	-4%	4%	-3%	-10%	-3%	-15%	-1%	1%
CCOC(=O)c1cc(-c2ccc([N+](=O)[O-])cc2)nc2c1c(=O)[nH]c(=O)n2Cc1ccccc1	-18	nt	?	-8%	4%	-1%	?	2%	-22%	0%	-1%
Cc1ccnc(NC(=O)C2CCN(S(=O)(=O)c3ccc(Cl)c(C(F)(F)F)c3)CC2)c1	1	nt	1%	2%	nt	18%	nt	-7%	nt	0%	-11%
CCN(CC)S(=O)(=O)c1ccc(Cl)c(C(=O)OC2CC(C)OC2=O)c1 (configuration not stated)	-3	1%	-3%	21%	-7%	4%	10%	-3%	0%	4%	1%
CCOC(=O)N1CCN(S(=O)(=O)c2ccc(C(=O)Nc3nc4ccc(F)cc4s3)cc2)CC1	13	2%	-1%	-57%	-14%	-1%	?	-8%	7%	-3%	3%
O=C(NCCc1ccc(Cl)cc1)C1CCN(S(=O)(=O)c2ccc(Br)s2)CC1	6	-6%	-18%	-40%	?	-6%	21%	1%	1%	-3%	-9%
CN1CCN(C(=O)/C(=C/c2cn(S(=O)(=O)N(C)C)c3ccccc23)NC(=O)c2ccccc2Cl)CC1	6	nt	-5%	-13%	25%	-2%	nt	-3%	-6%	7%	3%
CCC(=O)N1CCN=C1SCc1ccc(F)cc1	-7	12%	-1%	-9%	3%	2%	3%	1%	-10%	1%	6%

Next results follow.
SMILES	Giardia killer	PKM2 activator	ELG1 genotoxic	BRCA1 expr up	RORgamma inh	p53 reactivation	Menin MLL FP TR	NPC1 promoter act	VP16 counter	Rab9 prom act	FLuc modulator
CCCNS(=O)(=O)c1cc(Cl)ccc1OC	-9	-18%	1%	0%	-3%	-6%	3%	-3%	8%	-13%	0%
CC(C)NC(=O)c1ccccc1NC(=O)/C=C/c1ccc([N+](=O)[O-])cc1	-3	-1%	11%	-1%	10%	0%	5%	-3%	-1%	-3%	1%
C=CCn1c(SCC(=O)N(CCOC)c2c(N)n(CC(C)C)c(=O)[nH]c2=O)nc2ccccc21	-4	nt	-2%	2%	nt	6%	nt	-1%	nt	2%	0%
OCc1nc2ccccc2n1CC(O)Cn1ccc2ccccc21 (configuration not stated)	13	11%	3%	-18%	?	-10%	12%	-8%	?	-17%	2%
COc1ccc(C(=O)c2c[nH]c(C(=O)NCCCN3CCOCC3)c2)cc1	-16	15%	5%	8%	-8%	9%	-11%	-10%	-4%[10 µM]	-9%	-1%
CCOC(=O)N1CCN(C(=O)CCCOc2ccccc2)CC1	1	21%	?	?	-22%	?	-2%	2.8µM*	?	1.8µM*	-11%[2.3 µM]
Cc1cc(C)n(C(=O)CN(C)S(=O)(=O)c2ccc([N+](=O)[O-])cc2)n1	-24	nt	-3%	9%	-11%	7%	29%	-4%	29%	-3%[1.84 µM]	-2%
COc1ccc(C(=O)Nc2ccc3c(c2)nc(CCNC(C)=O)n3C)cc1	4	-2%	18µM*	80%	-25%	?	-16%	2.8µM*	-8%	?	12µM*

The listing continues.
SMILES	Giardia killer	PKM2 activator	ELG1 genotoxic	BRCA1 expr up	RORgamma inh	p53 reactivation	Menin MLL FP TR	NPC1 promoter act	VP16 counter	Rab9 prom act	FLuc modulator
C/C=N\NC(=O)COc1cc(C)ccc1C	4	-3%	-2%	2%	13µM*	-3%	-13%	0%	-1%	-5%	1%
COC(=O)NCc1cc2cc(Cl)ccc2[nH]1	11	11%	-1%	5%	?	-19%	-2%	3%	?	-1%	-10%
O=c1c(-c2ccc(O)cc2)coc2cc(OC3OC(CO)C(O)C(O)C3O)cc(O)c12 (configuration not stated)	2	-16%	15µM*	8.9µM*	-11%	?	-1%	?	-2%	?	24µM*
O=C(c1cccc(F)c1)N1CCN(C2CCCCC2)CC1	11	6%	3%	5%	-12%	0%	0%	-3%	-2%	-2%	5%
Nc1nnc(CC(=O)Nc2ccccc2)s1	10	-13%	1%	0%	-5%	3%	nt	5%	-9%	-1%	-3%
COc1ccc(OCC(O)CNCc2ccco2)cc1 (configuration not stated)	-4	12%	2%	-9%	0%	4%	-4%	-12%	-6%	0%	6%
CN1C[C@@H]2C[C@@H](c3ccc(C#CC(C)(C)O)s3)N3CCC[C@@]23C1=O	2	-4%	1%	13%	6%	1%	?	-1%	-3%	-1%	0%
Cc1ccc(C2(c3noc(CN4CCC(c5ccncc5)CC4)n3)CCCC2)cc1	7	6%	1%	-12%	10%	1%	?	-8%	?	-20%	4%

The listing continues.
SMILES	Giardia killer	PKM2 activator	ELG1 genotoxic	BRCA1 expr up	RORgamma inh	p53 reactivation	Menin MLL FP TR	NPC1 promoter act	VP16 counter	Rab9 prom act	FLuc modulator
Cc1ccc(S(=O)(=O)n2nc(OC(=O)c3cccs3)cc2N)cc1	22	0%	0%	1%	25%	3%	?	3%	-12%	0%	5%
Cc1ccc(C)c(S(=O)(=O)Nc2cc3c4c(c2)CCC(=O)N4CCC3)c1	-5	nt	1%	-50%	nt	5%	nt	-2%	nt	-1%	1%
O=C(N/N=C/c1ccccc1Cl)c1n[nH]c2c1CCCC2	-20	-15%	0.29µM*	-32%	2.8µM*	25%	-19%	0.63µM*	?	?	0.21µM*
Cc1cccc(-n2nc3c(c2NC(=O)c2ccc(S(=O)(=O)N4CCOCC4)cc2)CSC3)c1C	-16	6%	1%	-18%	-17%	-4%	11%	0%	-4%[0.365 µM]	-10%	-7%
